# Screening data as filed in PubChem BioAssay.
# ZTA DNA inh – blocks Epstein-Barr virus ZTA, an EBNA-1 counter-screen; ZTA-DNA binding, fluorescence polarization; inhibition, % at 11 µM; 320,000 compounds, 0.15% hits; AID 2234; in the data active = inhibition above about 33%
# MEP2-GFP yeast – yeast TOR pathway MEP2-GFP modulation; S. cerevisiae MEP2-GFP strain, flow cytometry GFP, 3 h; 100% = DMSO control level; GFP response vs DMSO, % at 10 µM; 330,000 compounds, 0.51% hits;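 active = GFP response versus DMSO above a set limit, roughly screen mean plus 3 SD, cut at about 180% in these data; inconclusive = fewer than 70 cells counted for a yeast strain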;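 note: median GFP fluorescence of the barcode-gated MEP2-GFP cells per well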
# EBNA-1 inhibitor – blocks EBNA-1 binding to DNA; AID 1950; 300,000 compounds, 0.34% hits; inhibition, % at 14.8 µM; EBNA-1 DNA binding, fluorescence polarization; in the data active = inhibition above about 28%
# procasp3 activ – procaspase-3 (human) activation; recombinant procaspase-3 D3A, Ac-DEVD-pNA absorbance 405 nm; 330,000 compounds, 0.11% hits; activation, % at 8.5 µM;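 active = activation above the mean of all tested compounds plus 3 SD, cut at about 21% in these data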;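 note: 0% = DMSO alone and 100% = DMSO wells spiked with extra 5 µM PC-3 D3A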
#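 material = Procaspase-3 D3A mutant | probe or stimulus = Ac-DEVD-pNA | compound = single dose, 8.5 µM nominal compound, 0.8% DMSO | timing = 1 h preincubation, 2 h reaction | measured by = 405 nm absorbance of p-nitroaniline, reads at 0 and 120 min | benchmarks = DMSO-only low control, 5 µM PC-3 D3A high control | repeats = singlicate, each compound tested once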
# LAP4 TOR yeast – modulators of TOR pathway LAP4-GFP in S. cerevisiae; S. cerevisiae LAP4-GFP multiplex, flow cytometry GFP, 3 h; median GFP as percent of DMSO wells; GFP response vs DMSO, % at 10 µM; 320,000 compounds, 0.34% hits; AID 2023;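 active = GFP response vs DMSO above a set limit, about the screen mean plus 3 SD, cut at about 150% in these data; inconclusive = under 70 cell events counted for the yeast strain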
# AHR act – activates the human aryl hydrocarbon receptor; AHR-responsive luciferase reporter cells, luminescence; activation, % at 5 µM; 320,000 compounds, 2.5% hits; AID 2796; in the data active = activation above about 47%;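 note: 0% = vehicle wells and 100% = reference agonist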
# RPL19A TOR yeast – alters RPL19A-GFP fluorescence in TOR pathway yeast screen; S. cerevisiae RPL19A-GFP strain, flow cytometry, 3 h; active compounds read low; percent response vs DMSO, % at 10 µM; 330,000 compounds, 0.3% hits; AID 2025;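 active = percent response vs DMSO below 50%; inconclusive = fewer than 70 events counted for the yeast strain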;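 note: median channel GFP fluorescence of the barcoded RPL19A-GFP strain; ratio of sample median GFP to plate DMSO average so 100% = DMSO; lower means less RPL19A-GFP as with rapamycin TOR inhibition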
# procasp7 counter – counter-screen for procaspase-3 activators: activators of human procaspase-7; recombinant procaspase-7, Ac-DEVD-pNA absorbance 405 nm; D23A/D198A/D206A triple mutant, cannot self-cleave; scale: DMSO 0, 5 µM enzyme 100; 330,000 compounds, 0.093% hits; AID 463210; P55210; activation, % at 8.5 µM;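 active = percent activation above the screen-wide mean plus 3 SD, cut at about 25% in these data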
#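 Assay system: Uncleavable procaspase-7 mutant enzyme / Input: 2 µM procaspase-7 mutant as dispensed / Dosing: single nominal 8.5 µM compound dose, 0.8% DMSO final / Timing: 1 h enzyme–compound preincubation and 2 h substrate reaction, both 25 °C / Detection: p-Nitroaniline absorbance at 405 nm, read at 0 and 120 min / Replication: singlicate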
# Starred values were filed as active, the others as inactive; ? = inconclusive; · = no result given; [ ] = remark or other dose.
SMILES	ZTA DNA inh	MEP2-GFP yeast	EBNA-1 inhibitor	procasp3 activ	LAP4 TOR yeast	AHR act	RPL19A TOR yeast	procasp7 counter
Cc1c(Cl)c([N+](=O)[O-])nn1CC(=O)N1CCN(C23CC4CC(CC(C4)C2)C3)CC1	3	103	-9	3	100	-1	104	1
CN(C)S(=O)(=O)c1ccc(NC(=O)COC(=O)C2COc3ccccc3O2)cc1 (stereo unspecified)	-7	103	4	-2	100	-1	94	8
COc1cccc(CCNC(=O)CCc2nnc(-c3ccc4c(c3)OCO4)o2)c1	-4	101	0	0	92	4	95	3
CCc1c(C)nc(SCC(=O)N2C(C)CCCC2C)[nH]c1=O (stereo unspecified)	-7	102	-18	-1	98	2	96	5
O=C(CCN1C(=O)/C(=C\c2cccs2)SC1=S)Nc1ccccn1	-1	94	-4	-8	96	0	94	-12
COc1ccc(-c2sc(Nc3ccccc3)n[n+]2C)c(C)c1C	1	99	2	-6	103	8	98	-13
O=C(NC(=S)NNC(=O)c1ccco1)c1ccc(F)cc1	0	?	15	-2	?	3	8.6*[may fluoresce violet]	-6
CC(=O)OCCCCCCCCCCC[N+]1(C)CCCCC1	18	104	-7	3	90	3	96	-5
N#CCCN1CCN(C(=S)c2ccc(-c3cc(Cl)ccc3Cl)o2)CC1	-9	106	-1	11	93	10	108	1
CC(C)CC(=O)N1CCN(C(=O)c2ccco2)CC1	6	96	-2	0	96	1	93	6
COc1ccc(-n2c(Cc3cccn3C)nnc2SCC(=O)Nc2ccc(C)cc2C)cc1	2	106	14	-8	102	6	94	-10
CCn1cnc2cc(NCc3ccc(Cl)cc3)ccc21	3	112	3	0	81	99*	107	1
Cc1cc(SCC(=O)N/N=C/c2ccc(O)c(O)c2)nc2ccccc12	3	113	-6	-7	100	11	103	3
Nc1ncnc2c1ncn2[C@@H]1O[C@H](CNCc2ccc(OCC(=O)Nc3ccccn3)cc2)[C@@H](O)[C@H]1O	·	96	·	3	91	-4	95	5
CCOC(=O)CN1C(=O)N[C@@H](c2cccc(C(F)(F)F)c2)C(C(C)=O)=C1C	-10	91	-6	5	103	0	110	-6
O=C1NC(Cc2ccccc2)c2nc3cc(Cl)ccc3c(=O)n2-c2ccccc21 (stereo unspecified)	·	92	·	10	99	14	98	13
CCCC1CC(C#N)N(N(C)C)C1=C(C#N)C#N (stereo unspecified)	-10	104	3	-8	104	-1	100	8
CCOC(=O)N1CCN(C(=O)C(CC)n2nc(C)c3sc4ccccc4c3c2=O)CC1 (stereo unspecified)	13	105	0	0	99	2	101	4
C=CCC1(CC=C)CCCN1C(=O)c1cc(COc2ccc(-n3cncn3)cc2)on1	1	99	-8	-3	97	7	94	1
CCOC(=O)CSc1nc(Nc2ccc3c(c2)OCO3)c2ccccc2n1	5	99	2	9	108	7	94	0
CCOC(=O)[C@H]1[C@H]2COc3ccc(OC)cc3[C@@H]2N2C(=O)CN(Cc3ccc(C)cc3)C(=O)[C@@]12C	8	98	·	-6	94	1	97	16
COc1ccc(C2C(C(=O)N3CCC(C)CC3)c3ccccc3C(=O)N2C)cc1 (stereo unspecified)	4	115	10	-1	103	0	100	9
CCCn1cc(S(=O)(=O)CC(=O)NC2CCCCC2)c2ccccc21	10	101	6	9	102	1	100	3
COc1ccc(N2C(=O)CCC(C(=O)N3CCCCC3)C2c2ccc(F)cc2)cc1 (stereo unspecified)	8	104	2	0	97	1	102	14
c1ccc(Nc2nc(CSc3ncn[nH]3)cs2)cc1	8	95	4	-4	101	4	98	-6
CCN(CC)S(=O)(=O)c1ccc(C)c(NC(=O)CSc2nc3ccccc3[nH]2)c1	6	101	3	-3	89	-1	103	5
COC(=O)C1=C(C)N(Cc2ccccc2)C(=NCCCCO)N[C@H]1c1cccc(C(F)(F)F)c1	·	92	·	5	84	-1	104	1
O=S(=O)(CC(CN1CCCC1)N1CCCC1)c1ccc2ccccc2c1 (stereo unspecified)	3	93	-16	-2	98	2	98	2
O=C(CNC(=O)Cc1cccc2ccccc12)NCc1ccccc1F	-3	105	9	9	95	5	109	4
CNCc1ccccc1Sc1cc(O)ccc1O	4	97	8	-26	104	0	108	-25
C/C(Cl)=C/Cn1c(NCCN(C)C)nc2c1c(=O)n(C)c(=O)n2C	3	97	6	-4	91	2	102	1
CC[C@@]12C(=O)N(c3cccc(F)c3)C(=O)N1[C@H](c1cccc(C)c1)[C@@H]1C(=O)N(Cc3ccccc3)C(=O)[C@@H]12	-17	90	-4	-2	126	3	98	-1
CCOC(=O)C(=CNc1cc(C)nn1-c1ccc(Cl)cc1)C(=O)OCC	-10	105	-4	5	90	45	102	-3
CN(C)CCCCCNCCCNC(=O)/C=N\O	-6	118	-1	6	102	2	107	-16
Cc1cccc(/C(N)=N/OC(=O)COc2ccc(Cl)cc2)c1	-15	102	10	11	94	-1	105	0
COc1ccc(CCNC(=O)c2cc(S(=O)(=O)N(C)C)ccc2N2CCCC2)cc1OC	3	93	8	-10	74	11	98	-3
CC(C)(C)n1nc2c(c1NC(=O)c1ccc(S(=O)(=O)N3CCCC3)cc1)CS(=O)C2 (stereo unspecified)	4	104	3	-11	99	0	99	-1
CC(=O)c1c(C)oc2ccc(N(C(C)=O)S(=O)(=O)c3ccc(F)cc3C)cc12	6	89	3	0	86	-2	102	-5
O=C1C=C(c2ccc3ccccc3c2)C[C@@H](c2ccc(F)cc2)C1	0	92	·	0	83	13	96	-1
O=C1Nc2ccccc2/C1=N\N=C\c1ccc(O)c(O)c1	0	96	0	4	102	19	100	0
Cc1cccc(NC(=O)C2CCCN(S(=O)(=O)c3c(C)nn(C)c3C)C2)n1 (stereo unspecified)	-7	109	-6	-8	108	8	96	-4
CCSc1nnc(NC(=O)CCc2ccccc2)s1	-7	105	-2	7	103	3	100	-6
O=C(O)c1cc(Cl)c(Cl)cc1C(=O)N1CCCC1	2	107	9	1	99	-2	105	2
N#C/C(=C\Nc1ccccc1SC(F)(F)F)c1nc(-c2ccc(F)cc2)cs1	16	107	6	6	92	1	106	-10
CCN(CC)c1ccc(NC(=O)c2ccc(=O)[nH]c2)cc1S(=O)(=O)Nc1ccc(OC)cc1	7	110	-15	5	103	0	99	5
CC1Cc2ccccc2N1C(=O)CSc1nnnn1C (stereo unspecified)	-12	104	-3	0	101	2	103	0
C=CCn1c(SCC(=O)c2ccccc2)nnc1-c1cc2ccccc2o1	-5	87	6	10	89	10	100	6
Cc1c(N2C(=O)CSC2c2ccc(F)cc2)c(=O)n(-c2ccccc2)n1C (stereo unspecified)	-7	97	-15	2	106	4	97	7
CCNc1nc(NCC)nc(Oc2ccc(OCC)nn2)n1	-7	100	-3	-2	102	0	100	-7
O=C(COc1ccc([N+](=O)[O-])cc1)Nc1ccc(N2CCN(C(=O)c3ccco3)CC2)cc1	12	94	-3	-2	101	2	103	9

# Next results:
SMILES	ZTA DNA inh	MEP2-GFP yeast	EBNA-1 inhibitor	procasp3 activ	LAP4 TOR yeast	AHR act	RPL19A TOR yeast	procasp7 counter
C=CCN1C(=O)C(CC(=O)O)S/C1=N/N=C/c1ccc(N(CC)CC)cc1 (stereo unspecified)	-7	91	·	0	95	5	92	-5
Cc1cc(/C=N/NC(=O)COc2cccc3cccnc23)c(C)n1-c1ccc(O)cc1	-10	98	7	5	92	20	99	5
O=C(O)/C=C/C(=O)N(CC1CCCO1)C1CC(=O)N(c2c(Cl)cccc2Cl)C1=O (stereo unspecified)	-16	101	-4	-21	101	-1	101	-8
O=C(C1CCCCN1S(=O)(=O)c1ccccc1[N+](=O)[O-])N1CCCCC1 (stereo unspecified)	4	99	3	12	90	2	93	4
CN(Cc1ccccc1)C(=O)c1nc2ccccn2c1CN1CCc2sccc2C1	-4	100	-17	-1	101	4	98	4
CCNC(=O)CSc1nc(-c2ccc(F)cc2)cs1	3	107	-4	-1	106	1	102	0
CCc1ccc(NC(=O)N(CCOC)C2CCN(C(C)=O)CC2)cc1	14	105	6	-4	101	0	100	13
CCOC(=O)Cn1c(=O)oc2cc(S(=O)(=O)N3CCn4c3nc3ccccc34)ccc21	-18	105	1	8	94	3	102	5
O=C(NN1C(=O)/C(=C/c2ccc(O)cc2)SC1=S)c1cccc(O)c1	-16	92	-1	-12	95	-3	100	-13
CCC(C)(C)NC(=O)C(c1cccs1)N(C(=O)c1ccn[nH]1)c1ccccc1 (stereo unspecified)	-8	110	-9	2	91	1	107	0

# Single values from the list.
# LAP4 TOR yeast, O=C(COc1ccc([N+](=O)[O-])cc1)Nc1ccc(N2CCN(C(=O)c3ccco3)CC2)cc1 stands at 101
# RPL19A TOR yeast, Nc1ncnc2c1ncn2[C@@H]1O[C@H](CNCc2ccc(OCC(=O)Nc3ccccn3)cc2)[C@@H](O)[C@H]1O stands at 95

# Three compounds already listed, ordered by molar mass, high to low.
SMILES	ZTA DNA inh	MEP2-GFP yeast	EBNA-1 inhibitor	procasp3 activ	LAP4 TOR yeast	AHR act	RPL19A TOR yeast	procasp7 counter
CCOC(=O)[C@H]1[C@H]2COc3ccc(OC)cc3[C@@H]2N2C(=O)CN(Cc3ccc(C)cc3)C(=O)[C@@]12C	8	98	·	-6	94	1	97	16
COc1ccc(N2C(=O)CCC(C(=O)N3CCCCC3)C2c2ccc(F)cc2)cc1 (stereo unspecified)	8	104	2	0	97	1	102	14
CC1Cc2ccccc2N1C(=O)CSc1nnnn1C (stereo unspecified)	-12	104	-3	0	101	2	103	0

# (list continues)
SMILES	ZTA DNA inh	MEP2-GFP yeast	EBNA-1 inhibitor	procasp3 activ	LAP4 TOR yeast	AHR act	RPL19A TOR yeast	procasp7 counter
CC(C)CC(NC(=O)c1ccco1)C(=O)Nc1ccc2c(c1)OCCO2 (stereo unspecified)	-12	112	-3	8	103	1	97	-5
O=C(NC1CCN(C(=S)NCCc2ccccc2)CC1)C1CC1	8	103	6	-4	94	3	103	7
c1ccc(Nc2nc(-c3ccncc3)cs2)cc1	7	?	6	-10	?	14	?	0
COc1ccc(CCn2c3c(c(=O)[nH]c2=O)C(NC(=O)c2cccs2)(C(F)(F)F)C(=O)N3)cc1OC (stereo unspecified)	-3	104	-5	-3	108	1	98	-1
COc1ccc(OCC(O)CN2CCN(c3ccccc3)CC2)cc1 (stereo unspecified)	2	92	4	7	99	0	94	7
O=S(=O)(c1cccs1)N1CCN(c2ccc(F)cc2)CC1	8	97	-3	16	129	2	95	-3
CCCOc1ccc(CC(=O)NCCc2ccccc2)cc1OC	12	105	4	5	90	-1	105	6
Cc1cc(C)c2c(N)c(C(=O)Nc3ccc([N+](=O)[O-])cc3)sc2n1	-15	104	-1	-2	97	6	105	16
Cc1cccc(C(=O)n2c(=S)nc3ccccn32)c1	13	100	0	-4	101	27	97	-20
CCCCc1cc(=O)oc2cc(C)cc(O)c12	7	93	9	3	103	7	96	1
NNc1nc(-c2ccccc2)cs1	-10	107	10	-16	110	80*	112	-19
Cc1ccc(NCC(=O)Nc2ccc(Br)cc2)cc1C	-1	108	-6	-1	102	13	108	-9
CCN(CC)C(=O)COc1ccc2oc(C)c(C(=O)OC(C)C)c2c1	-19	95	-10	-7	91	67*	91	1
COc1cc(C(=O)NNC(=O)c2ccc3c(c2)OCCO3)cc(OC)c1OC	·	99	·	10	107	-1	93	1
Cc1nnc2c3ccccc3c(-c3ccc(O)cc3)nn12	7	91	-5	-9	91	2	88	2
